# aSyn yeast inh = alpha-synuclein toxicity inhibition in yeast | Yeast expressing alpha-synuclein, growth rescue, BacTiter-Glo, 24 h | actives 0.14% (n = 370,000) | Potency, µM (titrated, usually from 46.1 µM), without a hit: at the top dose growth rescue (activation), hits mostly activators; further: % of control where 0% means no effect; nearly all actives have a fitted effect of over 65% in size
#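 Screening used galactose-induced yeast with toxic alpha-synuclein levels, exposed to compound for 24 hr at 30 deg C. Cell growth, read with BacTiter-Glo luminescence, gave the measured signal.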
# PTHR1 ag = activates the human parathyroid hormone receptor PTHR1; Q03431; HEK293 GP2 PTHR1 cells, GloSensor cAMP luminescence, 1 h; Potency, µM (doses to about 115 µM), without a hit: top-dose activation, actives largely listed as activators; actives 0.075% (n = 410,000); AID 743266; further: nearly all actives have a fitted effect of over 55% in size; some results filed as inactive show a strong effect at the top dose; inactives centre near -15; many of its hits are not listed in these tables
# Target sequence (Q03431 whole entry, looked up): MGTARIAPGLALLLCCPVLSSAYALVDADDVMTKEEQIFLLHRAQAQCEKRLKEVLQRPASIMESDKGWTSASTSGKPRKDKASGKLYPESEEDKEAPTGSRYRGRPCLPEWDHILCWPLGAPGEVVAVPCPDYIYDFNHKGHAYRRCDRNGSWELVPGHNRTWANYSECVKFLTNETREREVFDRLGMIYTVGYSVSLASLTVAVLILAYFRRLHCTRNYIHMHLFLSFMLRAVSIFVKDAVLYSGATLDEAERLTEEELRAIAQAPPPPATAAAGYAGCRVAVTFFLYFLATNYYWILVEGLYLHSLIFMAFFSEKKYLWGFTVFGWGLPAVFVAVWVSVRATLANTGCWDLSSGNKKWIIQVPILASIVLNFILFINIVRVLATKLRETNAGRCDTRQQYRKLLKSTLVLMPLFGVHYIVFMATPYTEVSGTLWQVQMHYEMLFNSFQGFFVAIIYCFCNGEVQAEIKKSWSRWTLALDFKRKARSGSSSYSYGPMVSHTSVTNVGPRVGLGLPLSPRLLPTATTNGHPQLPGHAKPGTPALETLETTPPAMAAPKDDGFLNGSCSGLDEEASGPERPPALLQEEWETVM
#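 HEK-293-derived GP2 cells expressing PTHR1 and a GloSensor cAMP reporter, 3,000/well, plated overnight, given luciferin plus IBMX (each 0.5 mM as added) for 1 h at 37 °C, then compound for 1 h at 37 °C. Luminescence was read after 15 min at room temperature.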
# FUS suppressor = suppressors of FUS proteinopathy in yeast; actives 0.24% (n = 390,000); S. cerevisiae FUS-expressing, growth rescue, OD600, 24 h; Potency, µM (top dose mostly 76.6 µM), for the others: at the highest dose growth rescue (activation), usual class: activators; AID 1347120;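 further: plate controls were DMSO vehicle for no effect and reference control for full effect; nearly all actives have a fitted effect of over 55% in size; some results filed as inactive show a strong effect at the top dose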
#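 Compound concentration series was pinned onto galactose-induced FUS-expressing yeast seeded at OD 0.005. Plates sat 24hr at 30C; absorbance at 600 nm gave growth. DMSO served as background control.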
# EPAC1 antagonist = antagonists of human EPAC1; Potency, µM (doses to about 115 µM), inactives show top-dose activity change, negative = inhibition, most hits filed as inhibitors; actives 0.14% (n = 360,000); EPAC1 GEF assay, Rap1b-BODIPY-GDP exchange fluorescence; O95398;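 further: plate controls were vehicle for no effect and positive control for full effect; nearly all actives have a fitted effect of over 50% in size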
# EPAC1 agonist = agonists of human EPAC1 | O95398 | EPAC1 agonist qHTS, biochemical assay; response scale: 100% = response to 6.5 mM cAMP | Potency, µM (titrated, usually from 154 µM), for inactives: top-dose activation, most hits filed as activators | actives 0.073% (n = 360,000) | AID 720707; further: nearly all actives have a fitted effect of over 60% in size
#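 EPAC1 100 nM, Rap1B–BODIPY-GDP 250 nM, unlabeled GDP 50 uM; compound titration; 5 min RT; kinetic read ex480/em540 at 5-min intervals ×30 min; data normalized to 6.5 mM cAMP agonist control.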
# EPAC2 antagonist = EPAC2 (human) antagonism. EPAC2 GEF exchange of Rap1B-BODIPY-GDP, fluorescence. actives 0.18% (n = 360,000). Q8WZA2. Potency, µM (highest dose often 114 µM), inactives show at the highest dose activity, negative = inhibition, most hits filed as inhibitors; further: on the % scale 0 is the no-effect control and ±100 the full control effect; nearly all actives have a fitted effect of over 45% in size; many of its hits are not listed in these tables
# EPAC2 ag = EPAC2 (human) agonism; EPAC2 activation, biochemical qHTS; response scale: 100% = 6.5 mM cAMP response; Q8WZA2; actives 0.079% (n = 360,000); Potency, µM (titrated, usually from 154 µM), for inactives: at the top dose activation, usual class: activators; further: nearly all actives have a fitted effect of over 50% in size
#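 Each well held 100 nM EPAC2, 250 nM RAP1B-BODIPY-GDP and 50 uM GDP. Fluorescence, read at 5-min intervals to 30 min, was referenced to a 6.5 mM cAMP positive control.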
# TDP-43 yeast inh = rescues yeast growth from TDP-43 toxicity; Potency, µM (top dose mostly 46.1 µM), inactives show at the highest dose growth rescue (activation), usual class: activators; actives 1.8% (n = 410,000); TDP-43 expressing yeast growth rescue, BacTiter-Glo, 24 h; AID 652104; further: % of control where 0% means no effect; nearly all actives have a fitted effect of over 50% in size
#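 Galactose-induced TDP-43 yeast, OD600=0.02, compound pinned; 24 hr, 30 deg C; BacTiter-Glo luminescence for growth. Inhibitors of TDP-43 toxicity read as activators.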
# Numbers without * were called inactive; i = inactive; u = inconclusive; x = not tested or not shown; & = joins results of further samples; [ ] = remark or other dose. The call rests on the fitted dose curve; in most records, active means well fitted curve in the direction sought with a large enough effect; inconclusive means small, poorly fitted or top-dose-only effect, or another doubt; inactive means no such curve, though single readings can be large; an effect the other way counts as inactive or inconclusive. Potency means the concentration at half of the fitted maximal effect. An excerpt. The share of hits here may be higher or lower than overall.
smiles | aSyn yeast inh | PTHR1 ag | FUS suppressor | EPAC1 antagonist | EPAC1 agonist | EPAC2 antagonist | EPAC2 ag | TDP-43 yeast inh
O=C(NC(=S)Nc1ccccc1[N+](=O)[O-])c1ccccc1 | 7% | -7% | 8% | -7% | 1% | 2% | 19% | u
COc1ccccc1C(=O)n1nc(-c2cccnc2)nc1N | -4% | i | -10% | 5% | -16% | 1% | -2% | 6%
COc1cc(NC(=O)COc2ccc(-n3cnnn3)cc2)c(OC)cc1Cl | 1% | -3%[57.5 µM] | 28% | -10% | 3% | -1%[57.1 µM] | 2% | 11%
O=C(CN(c1ccccc1)S(=O)(=O)c1ccccc1[N+](=O)[O-])Nc1ccccc1C(=O)N1CCOCC1 | 6% | i | 0% | -15% | -11% | 0% | 2% | -22%
CC(C)CC(=O)NC(=S)NNC(=O)c1cccc([N+](=O)[O-])c1 | 18µM* | -18% | 12% | -11% | 4% | 22% | -6% | -5%[9.22 µM]
COC(=O)c1ccc(Cl)c(NC(=O)CN2CCN(C)CC2)c1 | 3% | 6% | x | 13% | -7% | -1% | -5% | -19%
Cc1c(Cl)cnc(NC(=O)COC(=O)C2CC2)c1Cl | 4% | -40%[inhibitor] | -15% | 6% | -3% | 5% | -4% | 15%
C[C@H](CO)N1C[C@H](C)[C@@H](CN(C)S(=O)(=O)c2ccc(F)cc2)Oc2c(NC(=O)CCC(F)(F)F)cccc2C1=O | -4% | -12% | 16% | -2% | -7% | -5% | -6% | 8%
CC(C)(C)NC(=O)CN(CCN1CCOCC1)C(=O)CNS(=O)(=O)c1ccc(Cl)cc1 | -2% | -7% | 11% | 6% | 14% | 2% | 6% | -12%
Nc1ccn(CC(=O)NCCNc2ccc([N+](=O)[O-])cn2)c(=O)n1 | -2% | 23% | -24% | -3% | 5% | 17% | 9% | -1%
COc1ccc2[nH]cc(/C=C/C(=O)c3ccccc3)c2c1 | -33%[inhibitor] | -33%[inhibitor] | u | -13% | 14% | -21% | 8% | u
O=C(Nc1cc(N2CCOCC2)ncn1)c1ccccc1 | 1% | i | 4% | -12% | -6% | -3% | 4% | 5%
O=C(CC1C(=O)NCCN1C(=O)Nc1ccc(Cl)cc1)Nc1ccc(F)cc1 (configuration not stated) | 6% | 14% | 7% | -16% | -4% | -27% | -8% | -7%
Cc1ccc2oc(-c3cccc(NC(=S)NC(=O)/C=C/c4ccco4)c3)nc2c1 | -1% | i | 28% | -24% | 4% | -6% | 3% | 27%
CCCC1=Nc2cc(C(=O)NCCCOC(C)C)ccc2Sc2ccccc21 | 7% | -29% | u | -7% | 4% | -7% | 8% | 23%
Cc1cc(C)c2c(=O)[nH]n(C3CC(C)N(C)CC3C)c2n1 (configuration not stated) | 3% | 28%[57.5 µM] | -11% | 6% | 0% | 7% | 3% | -6%
C[C@@H]1CN([C@H](C)CO)C(=O)CCCn2cc(nn2)CO[C@H]1CN(C)S(=O)(=O)c1cccc(C#N)c1 | -6% | -24% | -17% | -18% | -4% | -6% | 3% | 10%
COc1ccc(C(=O)NCc2cnn(C)c2C)cc1OC1CCN(C(C)C)CC1 | 3% | i | 8% | 2% | -28% | 12% | 7% | 7%
CC1(C)CC(C(CC(=O)O)c2ccccc2)CCO1 (configuration not stated) | 8% | -6% | -8% | 9% | 7% | -5% | 9% | -12%
CN1CCCN(CC(O)COCc2cccs2)CC1 (configuration not stated) | 2% | 0%[57.5 µM] | -13% | 9% | -1% | 12% | 4% | -10%
Cc1cccn2c(=O)c(/C=C(\C#N)C(N)=O)c(Oc3ccccc3)nc12 | -3% | -18% | 22% | 8% | -9% | 13% | 4% | -17%
COCCNC(=O)C1CCCN(C(=O)COc2ccc(Cl)cc2Cl)CC1 (configuration not stated) | 0% | i | -15% | -30% | -1% | 10% | 0% | u
CCc1cccc(C)c1NC(=O)CSc1nc(C)c(C)o1 | 15% | -17% | 3% | -1% | -3% | 5% | 9% | 0%
Cc1nnc(SCC(=O)NNC(=O)c2ccccc2)n1-c1ccccc1 | -2% | -2% | 32% | 23% | 4% | 21% | 15% | -8%

# Reformatted with values under each structure: 11 of the compounds above.
# Value order – aSyn yeast inh | PTHR1 ag | FUS suppressor | EPAC1 antagonist | EPAC1 agonist | EPAC2 antagonist | EPAC2 ag | TDP-43 yeast inh
Cc1ccc2oc(-c3cccc(NC(=S)NC(=O)/C=C/c4ccco4)c3)nc2c1
→ -1% | i | 28% | -24% | 4% | -6% | 3% | 27%
CCCC1=Nc2cc(C(=O)NCCCOC(C)C)ccc2Sc2ccccc21
→ 7% | -29% | u | -7% | 4% | -7% | 8% | 23%
Cc1cc(C)c2c(=O)[nH]n(C3CC(C)N(C)CC3C)c2n1 (configuration not stated)
→ 3% | 28%[57.5 µM] | -11% | 6% | 0% | 7% | 3% | -6%
C[C@@H]1CN([C@H](C)CO)C(=O)CCCn2cc(nn2)CO[C@H]1CN(C)S(=O)(=O)c1cccc(C#N)c1
→ -6% | -24% | -17% | -18% | -4% | -6% | 3% | 10%
COc1ccc(C(=O)NCc2cnn(C)c2C)cc1OC1CCN(C(C)C)CC1
→ 3% | i | 8% | 2% | -28% | 12% | 7% | 7%
CC1(C)CC(C(CC(=O)O)c2ccccc2)CCO1 (configuration not stated)
→ 8% | -6% | -8% | 9% | 7% | -5% | 9% | -12%
CN1CCCN(CC(O)COCc2cccs2)CC1 (configuration not stated)
→ 2% | 0%[57.5 µM] | -13% | 9% | -1% | 12% | 4% | -10%
Cc1cccn2c(=O)c(/C=C(\C#N)C(N)=O)c(Oc3ccccc3)nc12
→ -3% | -18% | 22% | 8% | -9% | 13% | 4% | -17%
COCCNC(=O)C1CCCN(C(=O)COc2ccc(Cl)cc2Cl)CC1 (configuration not stated)
→ 0% | i | -15% | -30% | -1% | 10% | 0% | u
CCc1cccc(C)c1NC(=O)CSc1nc(C)c(C)o1
→ 15% | -17% | 3% | -1% | -3% | 5% | 9% | 0%
Cc1nnc(SCC(=O)NNC(=O)c2ccccc2)n1-c1ccccc1
→ -2% | -2% | 32% | 23% | 4% | 21% | 15% | -8%

# Continuation:
smiles | aSyn yeast inh | PTHR1 ag | FUS suppressor | EPAC1 antagonist | EPAC1 agonist | EPAC2 antagonist | EPAC2 ag | TDP-43 yeast inh
O=C(O)CC1S/C(=N/N=C/c2ccc(-c3ccc(Cl)cc3[N+](=O)[O-])o2)NC1=O (configuration not stated) | 0% | -1%[57.5 µM] | 38% | 5% | -4% | 17%[57.1 µM] | -3% | 13%
Cc1cccc(NC(=O)c2ccccc2NC(=O)C(C)(C)C)n1 | -3% | 6% | u | -2% | 5% | -13% | 7% | -16%
CCOc1ccccc1N(C(=O)c1ccccc1Cl)C1=NC(C)(C)CS1 | 4% | -9% | 18% | u | -2% | -14% | 7% | 3%[9.22 µM]
Cn1c(CCN2CCOCC2)nc2cc(NC(=O)COc3ccc(Cl)cc3)ccc21 | 0% | i | 20% | -11% | 1% | -5% | -11% | 10%
CN(C(=O)CSc1nnc(N)s1)c1c(N)n(Cc2ccccc2)c(=O)[nH]c1=O | -1% | i | 5% | 3% | 9% | 3% | 8% | 22%
CN(Cc1cn(-c2ccccc2)nc1-c1ccc(F)cc1)C(=O)CCC(=O)O | 3% | u | x | 2% | 4% | 2% | 0% | 14%
CN1c2ccsc2/C(=N/Nc2ccc(F)cc2)CS1(=O)=O | -8% | i | 13% | -30% | 5% | -7% | -2% | -3%
Cc1ccc2nc(C)cc(C(=O)NC3CCCCCC3)c2c1 | 7%[1.84 µM] | -17% | 0% | 18% | -13% | 5% | 10% | -17%
COc1cc(CNC(=O)Nc2cccn3nc(COCCO)nc23)cc(OC)c1OC | -12% | 22% | -9% | -19% | -9% | -2% | 10% | -8%
O=[N+]([O-])c1ccc2c(c1)[nH]c(=S)n2-c1ccccc1 | -5% | -1% | 28% | -6% | -3% | -11% | 4% | -33%[inhibitor]
COCC(=O)N1CCC(Oc2ccc(C(=O)NC3Cc4ccccc4C3)cc2)CC1 | 7% | -27% | 11% | 4% | -27% | -1% | 5% | 12%
COc1cc2c(cc1OC)CN(C(=O)CSc1nc(N)c(C#N)cc1C#N)CC2 | -3% | 8%[57.5 µM] | 31% | 18% | -4% | 17% | -5% | -18%
Cc1cc(C)n(C(=O)/C=C/c2cccs2)n1 | -8% | -2% | -8% | -3% | 11% | -17% | 13% | -3%
CC(=O)n1c(Cl)c(NC(=O)CCl)c2ccccc21 | 1% | -4%[57.5 µM] | 15% | 7% | -3% | 9% | 4% | -20%
COc1ccc(N2CCN(C(=O)CCC(=O)NNc3nc4ccccc4c4nc(C)nn34)CC2)cc1 | -1% | -6% | 8%&18% | -8% | 1% | -11% | 2% | 5%&0%
CN(Cc1ccc2c(c1)CCCN2C)C(=O)[C@H]1O[C@@H](n2ccc(=O)[nH]c2=O)[C@H](O)[C@@H]1O | -5% | -15% | -21% | 5% | 3% | 12% | 11% | 25%
Cc1ccc(N2C(=O)C3CC3C2=O)cc1 (configuration not stated) | 5% | i | -23% | -12% | 5% | 4% | -1% | 9%
COc1ccccc1NC(=O)CSc1nnc(CCNC(=O)c2ccc(C)cc2)n1C | -10% | -18% | -15% | 10% | -4% | 0% | 4% | -6%
CSc1nnc2ccc(-c3ccccn3)nn12 | -5% | i | -6% | -14% | -1% | 1% | -4% | 17%
CCOC(=O)N1CCN(S(=O)(=O)c2ccc(-n3cnnn3)cc2)CC1 | -4% | -22% | 4% | -6% | 4% | 5% | 4% | -18%
Cc1nc(NC(=O)CCCC(=O)Nc2nc(C)c(C)s2)sc1C | 0% | i | 47% | -17% | 1% | -16% | 6% | 24%
COc1cccc(CC(=S)N2CCOCC2)c1 | 0% | i | x | -18% | -9% | 15% | 3% | 0%
CC(C)CNC(=O)c1cccc(NC(=O)c2ccc3c(c2)C(=O)N(C)C3=O)c1 | -1% | -9% | 0% | -1% | -5% | 9% | -12% | 21%
Nn1c(COc2ccc(Cl)cc2)nc2ccccc2c1=O | 0% | -13% | 5% | 24% | 11% | 1% | 1% | u
Cn1c(CSc2nnc(SCc3ccccc3)s2)nc2ccccc21 | 0% | i | 35% | -24% | 5% | -2% | 14% | u
CC(C)(C)NC(=O)C(=O)NC(=O)c1c(F)cccc1Cl | -2% | i | 7% | 17% | -2% | 1% | -1% | -3%
CCC(=O)N1c2ccccc2NC2=C(C(=O)CCC2)C1c1ccccc1 (configuration not stated) | 0% | -5%[57.5 µM] | -3% | 7% | 11% | -3% | 13% | -8%
O=C(N[C@@H](Cc1ccccc1)C(=O)O)c1cccs1 | 1% | -8% | 0% | -10% | -11% | 2% | 0% | 17%
CC(=O)N1CCC(CCCC2CCN(C(C)=O)CC2)CC1 | 2% | -7% | -12% | 0% | 10% | 0% | 3% | 3%

# Screening data as filed in PubChem BioAssay.
